TRPC4 act: opens the mouse TRPC4 cation channel; Q9QUQ5; HEK293 TRPC4beta/mu-opioid, Fluo4 calcium fluorescence; stronger effect = higher value; B-score at 10 µM; 0.49% of 310,000 active; AID 2237;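 active = B-score above 5 SD of library B-scores, and initial fluorescence ratio not above library mean plus 5 SD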;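 note: positive B-score marks a calcium rise read as TRPC4 activation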
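System – HEK293 cells stably co-expressing mouse TRPC4beta and mu-opioid receptor · Signal – Fluo4 calcium-sensitive dye fluorescence, kinetic, 1 Hz baseline · Benchmarks – buffer (low) and maximal DAMGO (high) · Read-out – B score of integrated fluorescence ratio per well · Incubation – dye loading 45 min room temperature, 110 s kinetic read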
Dyrk1A ADPGlo: inhibitors of rat Dyrk1A kinase | Q63470 | ADP-Glo luminescence, NFATc1 peptide | inhibition, % at 12.5 µM | 0.43% of 310,000 active; in the data active = inhibition above about 50%;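 note: plate controls were vehicle with enzyme for no effect and no enzyme for full effect; many of its hits are not listed in these tables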
KCNK9 block: inhibitors of human KCNK9 two-pore domain potassium channel; HEK293 KCNK9, FluxOR thallium flux fluorescence; stronger effect = lower value; B-score at 10 µM; AID 488922; 1.2% of 310,000 active;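 active = ratio B-score over 3 SD below the library mean, with starting fluorescence within 5 SD of its mean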;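 note: negative B-score means less thallium flux so channel inhibition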
KCNK3 inh: human KCNK3 channel inhibition, primary screen | CHO-KCNK3 thallium flux, FluxOR fluorescence; stronger effect = lower value | AID 602410 | B-score at 10 µM | O14649 | 0.84% of 340,000 active;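 active = B-score under library mean minus 4 SD, starting fluorescence ratio at most library mean plus 5 SD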;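 note: more negative B-score means stronger inhibition of thallium flux through KCNK3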
PolyA inhibitor: inhibitors of polyadenylation in S. cerevisiae | S. cerevisiae SKY197-pL101 polyadenylation reporter, beta-gal luminescence; efflux-impaired pdr1/pdr3 knockout yeast; score 100 = 6 SD above DMSO | calls only at 12 µM | 0.02% of 300,000 active | AID 1875;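 active = lowest replicate activity score at least 50, where 100 means six control SD above control mean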;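 note: yeast exposed to compound for 9 h at 30 °C; higher score means more reporter readthrough which indicates perturbed polyadenylation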
hERG rescue: compounds protecting human hERG from proarrhythmic drug block; CHO-hERG, FluxOR thallium flux, dofetilide IC70 present; activation (rescue from dofetilide block), less the hit threshold, % at 10 µM; 0.51% of 310,000 active; AID 1511;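 active = activation above the mean of controls blocked by dofetilide plus 5 SD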;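 note: thallium influx through hERG after potassium depolarization seen as dye fluorescence rise; in these data hits start at about 4.7%; inactives centre near -7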
Target sequence (Q12809 whole entry, looked up): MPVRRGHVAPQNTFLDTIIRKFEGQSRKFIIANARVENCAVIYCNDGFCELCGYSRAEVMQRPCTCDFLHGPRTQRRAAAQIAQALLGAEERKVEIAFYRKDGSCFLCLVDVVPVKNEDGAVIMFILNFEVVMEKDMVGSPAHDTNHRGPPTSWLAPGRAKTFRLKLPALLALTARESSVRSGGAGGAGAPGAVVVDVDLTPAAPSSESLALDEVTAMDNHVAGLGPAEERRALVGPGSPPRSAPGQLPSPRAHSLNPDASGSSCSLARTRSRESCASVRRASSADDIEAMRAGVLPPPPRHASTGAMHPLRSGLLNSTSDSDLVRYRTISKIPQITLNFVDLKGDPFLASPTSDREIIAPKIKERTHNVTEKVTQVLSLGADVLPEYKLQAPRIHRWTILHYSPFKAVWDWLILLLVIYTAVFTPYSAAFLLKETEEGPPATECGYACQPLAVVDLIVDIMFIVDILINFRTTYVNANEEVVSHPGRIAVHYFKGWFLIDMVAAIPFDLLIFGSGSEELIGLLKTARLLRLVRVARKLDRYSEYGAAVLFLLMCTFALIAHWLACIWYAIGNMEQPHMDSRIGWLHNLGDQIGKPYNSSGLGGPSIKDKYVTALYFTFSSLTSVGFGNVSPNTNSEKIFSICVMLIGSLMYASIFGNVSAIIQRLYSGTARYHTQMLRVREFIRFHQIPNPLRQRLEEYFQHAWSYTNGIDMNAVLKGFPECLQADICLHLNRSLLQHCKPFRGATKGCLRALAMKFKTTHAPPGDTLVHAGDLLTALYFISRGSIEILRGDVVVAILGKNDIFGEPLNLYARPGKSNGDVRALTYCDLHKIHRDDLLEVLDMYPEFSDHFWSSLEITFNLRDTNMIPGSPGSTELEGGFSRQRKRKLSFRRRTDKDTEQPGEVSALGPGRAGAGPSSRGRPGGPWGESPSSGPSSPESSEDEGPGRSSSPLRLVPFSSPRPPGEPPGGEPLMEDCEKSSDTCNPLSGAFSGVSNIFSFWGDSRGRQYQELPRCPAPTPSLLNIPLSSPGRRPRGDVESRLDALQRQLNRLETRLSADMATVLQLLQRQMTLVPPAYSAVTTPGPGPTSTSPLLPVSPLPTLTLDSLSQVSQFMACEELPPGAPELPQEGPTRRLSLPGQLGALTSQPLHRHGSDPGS
KCNQ1 act: human KCNQ1 channel potentiation or activation. P51787. CHO-K1 KCNQ1, thallium flux FluxOR fluorescence; stronger effect = higher value. B-score at 10 µM. 0.35% of 310,000 active;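 active = fluorescence ratio B-score, a plate-corrected score, at least three library SD, with initial intensity B-score within 5 SD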
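System: CHO-K1 cells stably expressing KCNQ1 / Medium: assay buffer for compound exposure, DMSO matched across wells / Reagent: thallium- and potassium-containing depolarizing buffer / Compound: one concentration, matched DMSO / Incubation: 20 min compound pretreatment at room temperature / Measured by: kinetic FluxOR fluorescence, 10 s baseline plus 110 s post-stimulus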
Platelet DG rel: platelet dense granule release activity. human platelet-rich plasma, SFLLRN dense granule ATP release, luminescence. inhibition, %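 (compounds screened at 7.5 µM in platelet-rich plasma)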. 0.22% of 300,000 active. AID 1663;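 active = mean replicate score, as percent of positive control, at or above 50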
KCNQ1 block: blocks the human KCNQ1 potassium channel. P51787. CHO-K1 KCNQ1, FluxOR thallium flux fluorescence; stronger effect = higher value. B-score at 10 µM. 1.3% of 310,000 active;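 active = compounds whose thallium flux B-score, printed positive for inhibition, exceeds three library SD while starting fluorescence stays within three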;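 note: channel opened by potassium depolarization with thallium stimulus after 20 min compound exposure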
TRPC4 potent: allosterically enhances the mouse TRPC4 cation channel. Q9QUQ5. HEK293 TRPC4beta/mu-opioid, DAMGO EC20, Fluo-4 Ca2+ flux; stronger effect = higher value. B-score at 10 µM. 0.42% of 310,000 active. AID 2227;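 active = B-score of calcium response area above 5 SD of library B-scores, with initial fluorescence ratio within 5 SD of library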;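 note: B-score of integrated fluorescence ratio over time as area under calcium response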
TRPC4 block: TRPC4 (mouse) channel inhibition; Q9QUQ5; HEK293 TRPC4beta/mu-opioid, DAMGO-evoked Fluo4 calcium flux; stronger effect = lower value; B-score at 10 µM; 0.39% of 300,000 active;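 active = B-score over 3 SD under the library average, no early fluorescence shift, positive overall ratio signal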
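Assay system: TRPC4beta/mu-opioid receptor HEK293 cell line; compound dosing: single concentration per test compound; detection: Fluo4 Ca2+ flux fluorescence; evaluation: per-well B score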
The depositor's hits bear a star; i = inactive; nt = not tested or not shown. Not all compounds are listed, so the mix of outcomes need not match the whole.

| SMILES | KCNQ1 act | KCNQ1 block | Platelet DG rel | hERG rescue | Dyrk1A ADPGlo | KCNK3 inh | KCNK9 block | TRPC4 block | TRPC4 act | TRPC4 potent | PolyA inhibitor |
| --- | --- | --- | --- | --- | --- | --- | --- | --- | --- | --- | --- |
| Cc1ccc(F)cc1NC(=O)CN1CCN(Cc2ccccc2)CC1 | i | i | -1 | -5 | -7 | i | i | i | i | i | i |
| CCOC(=O)CCCNC(=O)COc1ccccc1C#N | i | i | 1 | -10 | -5 | i | i | i | i | i | i |
| O=C(CN1C(=O)NC2(CCc3ccccc32)C1=O)Nc1cccc(F)c1 (centres undefined) | i | i | -4 | -15 | 3 | i | i | i | i | i | i |
| COc1ccc(OCCCC(=O)Nc2ccc(N3CCOCC3)cc2)cc1 | i | i | 10 | -4 | -2 | i | i | i | i | i | i |
| O=C(OCc1ccc2c(c1)OCO2)c1ccc(S(=O)(=O)N2CCCC2)cc1 | i | i | 14 | -4 | 2 | i | i | i | i | i | i |
| O=C(CCCN1C(=O)/C(=C/c2ccccc2)SC1=S)Nc1ccccc1O | i | i | 3 | 1 | 8 | i | i | i | i | i | i |
| Cn1ncc(Cl)c(Oc2ccc(C(C)(C)C)cc2)c1=O | i | i | -3 | -8 | 4 | i | i | i | i | i | i |
| Cc1ccc(CCC(=O)Nc2ccc(N(C)C)cc2)o1 | i | i | 3 | 2 | -6 | i | i | i | i | i | i |
| COC(=O)c1ccccc1NC(=S)NC(NC(=O)c1ccccc1[N+](=O)[O-])C(Cl)(Cl)Cl (centres undefined) | i | i | 2 | -13 | -5 | i | i | i | i | i | i |
| C/C(Cc1ccccc1)=N\NC(=O)C1CCCCC1 | i | i | -7 | -8 | -10 | i | i | i | i | i | i |
| CCCc1nc(N2CCN(S(=O)(=O)c3ccc(Cl)cc3)CC2)c2c(C)c(C)sc2n1 | i | i | nt | -9 | nt | i | i | i | i | i | nt |
| O=S(=O)(Nc1ccc(N2CCOCC2)nn1)c1ccccc1 | i | i | 7 | -5 | 1 | i | i | i | i | i | i |
| CCC(C)NC(=O)CSc1n[nH]c(=O)n1CCc1ccccc1 (centres undefined) | i | i | -2 | -6 | 2 | i | i | i | i | i | i |
| COc1ccc(Cl)cc1CSc1ncn[nH]1 | i | i | -3 | -8 | 40 | i | i | i | i | i | i |
| O=C(Nc1ccc(COc2ccccc2)cc1)c1cccc([N+](=O)[O-])c1 | i | i | 1 | -6 | 0 | i | i | i | i | i | i |
| CC(C)c1nc(SCC(=O)N2c3ccccc3CC2C)c2ccccc2n1 (centres undefined) | i | 9* | 4 | -12 | 11 | i | i | i | i | i | i |
| Cc1ccc(NC(=O)C2CCN(c3ncnc4c3nc3n4CCCCC3)CC2)nc1 | i | i | 6 | -9 | -1 | i | i | i | i | i | i |
| CN1C(=O)NC(c2ccc(O)cc2)C2=C1CN(c1cccc3ccccc13)C2=O (centres undefined) | i | i | 1 | -7 | -3 | i | i | i | i | i | i |
| N#Cc1ccccc1OCC(=O)NC(N)=O | i | i | 4 | -7 | 20 | i | i | i | i | i | i |
| CCC1CCCCN1C(=O)c1ccc(OC2CCN(C(=O)C3CC3)CC2)cc1 (centres undefined) | i | i | -3 | -12 | 4 | i | i | i | i | i | i |
| Cc1c(C(=O)Nc2ccc3oc(-c4cccnc4)nc3c2)oc2ccccc12 | i | i | -4 | -3 | 1 | i | i | i | i | i | i |
| Cc1cc(C(=O)NCC2CCCCC2)ccc1[N+](=O)[O-] | i | i | 5 | -7 | 0 | i | i | i | i | i | i |
| O=C(CN(C(=O)CNC(=O)c1cccs1)c1cccc(F)c1)NC1CCCC1 | i | i | -2 | -9 | -6 | i | i | i | i | i | i |
| Cc1cccc(COC(=O)C(Cc2ccccc2)NC(N)=O)c1 (centres undefined) | i | i | -3 | -6 | -9 | i | i | i | i | i | i |
| O=C(Nc1ccccc1O)c1ccc([N+](=O)[O-])cc1 | i | i | 19 | -7 | 4 | i | i | i | i | i | i |
| COc1ccc(Cl)cc1NC(=O)CSc1nc(N2CCCCC2)nc(N2CCCCC2)n1 | i | i | -1 | -2 | -3 | i | -11* | i | i | i | i |
| CC(=O)N1c2ccc(S(=O)(=O)N3CCC(C(=O)NC4CCCC(C)C4C)CC3)cc2CC1C (centres undefined) | i | i | -18 | -19 | 1 | i | i | i | i | i | i |
| Clc1ccc(-c2csc(N/N=C\c3cccnc3)n2)cc1 | i | i | 0 | -10 | -9 | i | i | i | i | i | i |
| CCCCCn1c(NCc2ccco2)nc2ccccc21 | i | i | -2 | -10 | 4 | i | i | i | i | i | i |
| C/C(=N/NS(=O)(=O)c1ccccc1)c1ccc(Cl)cc1 | i | i | -8 | -8 | -1 | i | i | i | i | i | i |
| COc1ccc(C)cc1NC(=O)Nc1cccc(C)c1 | i | i | 0 | -2 | -2 | i | i | i | i | i | i |
| CCN(CC)C(=O)CSc1nc2ccccc2c(=O)[nH]1 | i | i | -5 | -3 | 4 | i | i | nt | i | i | i |
| CN(Cc1cccs1)C(=O)CCc1ccc(S(=O)(=O)N2CCOCC2)cc1 | i | i | -2 | -15 | 1 | i | i | i | i | i | i |
| COc1ccccc1-c1ccc(SCc2ccc([N+](=O)[O-])cc2)nn1 | i | i | -8 | -14 | -1 | i | i | i | i | i | i |
| COc1ccc2nc(CC(C)(C)CC(=O)O)c[n+]([O-])c2c1 | i | i | -5 | -3 | 2 | i | i | i | i | i | i |
| CCCCn1c(N)c(N(CCOC)C(=O)Cn2c(=O)oc3ccccc32)c(=O)[nH]c1=O | i | i | 5 | -15 | 1 | i | i | i | i | i | i |
| Cc1cc(=O)[nH]c(SCC2(O)C3CC4CC(C3)CC2C4)n1 (centres undefined) | i | i | -1 | -1 | 19 | i | i | i | i | i | i |
| CC(C)=CC(=O)OCC(=O)NC1CCCc2ccccc21 (centres undefined) | i | i | 13 | -16 | 1 | i | i | i | i | i | i |
| CCC(C)NC(=O)c1cn(CC)c2ccc(S(=O)(=O)N(C)C)cc2c1=O (centres undefined) | i | i | 1 | -7 | 2 | i | i | i | i | i | i |
| CC12CN3CC(=O)N4CC5(C)CN(CC(C)(C4)C5=O)C(=O)CN(C1)CC(C)(C3)C2=O | i | i | 8 | -7 | 1 | i | i | i | i | i | i |
| S=C1N(c2ccccc2)C(c2ccc(Cl)cc2)N2CCCN12 (centres undefined) | i | i | -10 | -6 | nt | i | i | i | i | i | i |
| O=C(NCCOc1ccc(F)cc1)C1CCC(=O)N(CC2CCCCC2)C1 (centres undefined) | i | i | -2 | -10 | 1 | i | i | i | i | i | i |
| O=C(CS(=O)(=O)c1ccc(Cl)cc1)NCCS(=O)(=O)c1ccc(Cl)cc1 | i | i | -7 | -9 | -2 | i | i | i | i | i | i |
| COc1ccc(S(=O)(=O)NC2CCCC2)c(Cl)c1Cl | i | i | -6 | -11 | 4 | i | i | i | i | 11* | i |
| O=C(Nc1cccc([N+](=O)[O-])c1)c1ccc2c(c1)OCO2 | i | i | -2 | 0 | -6 | i | i | i | i | i | i |
| CC(NC(=O)[C@H](Cc1c[nH]c2ccccc12)NC(=O)[C@@H]1Cc2ccccc2CN1)c1ccccc1 (some centres undefined) | i | i | 6 | -24 | 2 | i | i | i | i | i | i |
| O=C(Nc1nc2ccc(F)cc2s1)C1=COCCO1 | i | i | 41 | -5 | 48 | i | i | i | i | i | i |
| CN(Cc1ccccc1)S(=O)(=O)c1ccc(OCC(=O)N2CCOCC2)cc1 | i | i | -4 | -5 | 2 | i | i | i | i | i | i |
| Cc1cc(S(=O)(=O)NC2CCCCC2)ccc1OCC(=O)N1CCOCC1 | i | i | -5 | -12 | 1 | i | i | i | i | i | i |
| N#Cc1cc2c(nc1Cl)CCCC2 | i | i | -1 | -9 | -3 | i | i | i | i | i | i |
| CN1CCN(C(=O)c2c(NC(=O)c3ccco3)sc3c2CCC(C(C)(C)C)C3)CC1 (centres undefined) | i | i | -4 | -17 | -1 | i | i | i | i | i | i |
| COC(=O)C1=C(C)NC(=O)CC1c1cccc(Cl)c1Cl (centres undefined) | i | i | 4 | -12 | 0 | i | i | i | i | i | nt |
| COc1cccc(CN2CCN(CCCc3ccccc3)C(CCO)C2)c1OC (centres undefined) | i | i | -1 | -2 | 1 | i | i | i | i | i | i |
| COC(=O)c1cc(NC(=S)NC(=O)c2ccccc2)ccc1N1CCOCC1 | i | i | -12 | -2 | 0 | i | i | i | i | i | i |
| CCC(=O)c1cn(CC(=O)Nc2ccccc2F)c2ccccc12 | i | i | 1 | -6 | 1 | i | i | i | i | i | i |
| COc1ccc(C2=NN(C(=O)CSc3nc(=O)n4cc(C)ccc4n3)C(c3ccc(C)cc3)C2)cc1 (centres undefined) | i | i | -16 | -14 | 8 | i | i | i | i | i | i |
| Cc1cccc(-c2nnc(SCc3ccc(C#N)cc3)n2Cc2ccco2)c1 | i | i | 11 | -17 | 1 | i | i | i | i | i | i |
| COc1ccccc1CNC(=O)c1ccc(Cl)c(NC2=NC3CS(=O)(=O)CC3S2)c1 (centres undefined) | i | i | -4 | -18 | 2 | i | i | i | i | i | i |
| Cc1ccc2c(c1)-c1cc(C)nn1C(c1sccc1C)N2 (centres undefined) | i | i | 0 | -6 | nt | i | i | i | i | i | i |
| O=C(N/N=C/c1cc2c(cc1Br)OCO2)c1ccccn1 | i | i | 22 | -9 | nt | i | i | i | i | i | i |

(cont.)
| SMILES | KCNQ1 act | KCNQ1 block | Platelet DG rel | hERG rescue | Dyrk1A ADPGlo | KCNK3 inh | KCNK9 block | TRPC4 block | TRPC4 act | TRPC4 potent | PolyA inhibitor |
| --- | --- | --- | --- | --- | --- | --- | --- | --- | --- | --- | --- |
| COc1ccc(NS(=O)(=O)c2cccc(N/C(=N\S(=O)(=O)c3ccccc3)c3ccc(F)cc3)c2)cc1 | i | i | -2 | -6 | 0 | i | i | i | i | i | i |
| Cc1ccc(Cl)cc1NC(=O)c1cc(NC(=O)C2CCCCC2C(=O)O)ccc1N1CCOCC1 (centres undefined) | i | i | 7 | -5 | -12 | i | i | i | i | i | i |
| COCCNC(=S)N/N=C(\C)c1ccc(C)c([N+](=O)[O-])c1 | i | i | -2 | -4 | -3 | i | i | i | i | i | i |
| CS(=O)(=O)N(CC(=O)N1CCN(c2ccccc2F)CC1)c1cc(C(F)(F)F)ccc1Cl | i | i | 0 | -9 | -5 | i | i | i | i | i | i |
